FAK inh – FAK kinase inhibitors, primary screen, biochemical; biochemical FAK kinase activity assay; inhibition, %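 (tested at 7 µM)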; actives 0.84% (n = 97,000); in the data active = inhibition above about 19%;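 also: 0% = DMSO and 100% = reference compound high control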
Rev-RRE block – HIV-1 Rev-RRE binding inhibitors, primary screen, biochemical, FRET, protein-RNA interaction; P05866; Rev peptide-RRE RNA binding; inhibition, % at 8 µM; actives 0.79% (n = 97,000); AID 704, 2007;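 active = inhibition above the screen-wide mean plus 3 SD, cut at about 35% in these data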;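 also: 0% = median DMSO wells and 100% = median Neomycin B control wells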
Target sequence (P05866 whole entry, looked up): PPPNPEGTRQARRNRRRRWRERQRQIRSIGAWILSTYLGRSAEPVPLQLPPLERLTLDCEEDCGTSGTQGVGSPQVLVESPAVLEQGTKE
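System: Cy5-labelled duplex RRE RNA binding fluorescein-labelled HIV Rev peptide; Signal: fluorescein-to-Cy5 FRET, 480 nm excitation; Also added: labelled Rev peptide; Compound: one concentration, 8 µM nominal; Buffer or medium: HEPES pH 7.5 salt buffer with EDTA; Read-out: % inhibition of FRET ratio versus controls; Schedule: 5 min preincubation and 15 min binding, 25 °C.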
S1P2 blocker – human S1P2 receptor antagonists, primary screen, cell-based; inhibition, % at 5 µM; cell-based S1P2 antagonist assay, inhibition at 5 uM; actives 0.21% (n = 97,000); AID 736, 2007; in the data active = inhibition above about 45%;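 also: CRE beta-lactamase reporter cells expressing human S1P2 stimulated with S1P; 0% = agonist at EC80 alone and 100% = agonist plus reference antagonist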
Target sequence (O95136 whole entry, looked up): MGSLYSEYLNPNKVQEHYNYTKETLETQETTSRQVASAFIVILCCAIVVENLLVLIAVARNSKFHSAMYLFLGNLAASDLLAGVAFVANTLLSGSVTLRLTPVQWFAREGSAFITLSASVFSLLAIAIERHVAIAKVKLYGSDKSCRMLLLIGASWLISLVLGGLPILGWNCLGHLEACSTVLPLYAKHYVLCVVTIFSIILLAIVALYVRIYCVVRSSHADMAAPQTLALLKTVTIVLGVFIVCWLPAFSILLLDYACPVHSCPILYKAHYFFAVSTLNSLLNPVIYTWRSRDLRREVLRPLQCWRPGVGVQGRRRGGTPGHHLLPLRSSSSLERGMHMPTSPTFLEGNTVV
S1P2 ag – S1P2 receptor agonists, primary screen, cell-based. activation, % at 4.5 µM. S1P2-expressing cell line, agonist reporter read-out. AID 729, 2007. actives 0.46% (n = 97,000); in the data active = activation above about 16%;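 also: 0% = vehicle low control and 100% = maximal reference agonist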
PostGolgi yeast – phenotypic screen on post-Golgi transport, primary screen; post-Golgi transport phenotypic cell assay; inhibition, % at 10 µM; actives 0.9% (n = 98,000); AID 739, 2007;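 also: yeast cells grown in 1536-well plates; yeast grown about 18 h at 30C before absorbance read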
LYP inh 2 – PTPN22 phosphatase inhibitors, primary screen, biochemical, DiFMUP fluorescence, 2 µM; inhibition, % at 2 µM; actives 0.21% (n = 96,000); recombinant LYP catalytic domain; AID 640, 2007; Tyrosine-protein phosphatase non-receptor type 22 (Homo sapiens), Q9Y2R2;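 active = inhibition at 2 µM at or above a set limit, the screen mean plus 3 SD, cut at about 24% in these data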;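 also: 0% = DMSO with enzyme and 100% = enzyme fully blocked by orthovanadate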
PTPN22 act – LYP phosphatase activators, primary screen, biochemical, DiFMUP fluorescence, 2 µM. Tyrosine-protein phosphatase non-receptor type 22 (Homo sapiens), Q9Y2R2. recombinant LYP; 0 = plate median, 100 = signal doubled. activation, % at 2 µM. actives 0.11% (n = 96,000);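 active = activation at 2 µM above a set limit, the mean plus 5 SD, cut at about 37% in these data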
EphB4 antag – EphB4-ephrin-B2 interaction antagonists, primary screen, biochemical, TNYL-RAW peptide probe, fluorescence polarization; inhibition, % at 7 µM; actives 0.15% (n = 97,000); Ephrin type-B receptor 4 (Homo sapiens), P54760; EphB4 LBD / TNYL-RAW-Alexa532 peptide;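 active = inhibition above the screen-wide mean inhibition plus 3 SD, cut at about 15% in these data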;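 also: 0% = DMSO wells and 100% = excess unlabeled TNYL-RAW peptide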
PostGolgi ctrl – growth inhibition of yeast control strain, primary screen, counter-screen for post-Golgi transport modulator project. efflux-deficient yeast background strain, growth absorbance A615, 16 h. inhibition, % at 10 µM. actives 5% (n = 98,000)
Active calls of the source: *; · = not tested or not shown. Rule as the data show it, unless noted: active = inhibition above about 30%; inactive = the rest. Compounds as they come; any-hit rate near 7%.

SMILES	FAK inh	Rev-RRE block	S1P2 blocker	S1P2 ag	PostGolgi yeast	LYP inh 2	PTPN22 act	EphB4 antag	PostGolgi ctrl
Cc1nn(-c2ccccc2)c(Oc2ccc(F)cc2)c1/C=N/n1cnnc1	5	9	13	-9	0	-6	5	7	8
CCOC(=O)c1c(NC(=O)c2cccs2)sc2c1CCCC2	2	7	-10	1	2	-8	9	1	10
CNc1oc(-c2cccs2)nc1C#N	10	8	16	-5	-9	3	-5	8	0
O=C(O)CCC(=O)N1CCc2cc(S(=O)(=O)N3CCCCC3)ccc21	-4	6	8	-11	-5	0	-2	-4	13
CC(NC(=O)Nc1ccccn1)N1C(=O)C2C3C=CC(C3)C2C1=O (stereo not drawn)	0	8	26	-2	0	6	-4	6	5
Cc1cccc(NC(=O)c2ccoc2C)n1	1	5	6	-5	6	-1	2	-2	11
CN1CCc2ccccc2C1C1CCNCC1 (stereo not drawn)	1	5	16	-2	4	-4	3	8	-7
Cc1cc(-c2ccc(F)cc2)nc2cc(C(N)=O)nn12	4	-1	-9	1	1	-11	10	-3	22
O=C(NCCc1nc2ccccc2[nH]1)c1ccco1	3	0	6	-4	-4	-16	13	-4	-1
COC(=O)Cn1c(CCS(=O)(=O)c2ccc(C)cc2)nc2ccccc21	-11	7	8	0	9	-9	14	0	10
CC1(C)Cc2nc3sc4c(SCC(=O)NCc5ccccc5)ncnc4c3cc2CO1	-7	3	-26	-3	-2	-4	6	-1	0
CCOc1ccc(C(CCc2ccccc2)NC(=O)c2ccc(OC)c(OC)c2)cc1OCC (stereo not drawn)	3	-2	-6	2	-9	1	0	-5	-3
O=S(=O)(c1ccccc1)c1nc(-c2ccco2)oc1NCCN1CCOCC1	-1	11	-10	-2	-2	3	-3	6	8
CCCCSc1nc2sc3c(c2c(=O)[nH]1)CCC3	-3	2	-38	-5	-8	-15	19	-5	1
Cc1cc(C)cc(N(CC(=O)O)S(=O)(=O)c2c(C)noc2C)c1	-2	10	-13	-2	-1	-4	3	2	0
CCCCC(=O)Nc1cccc(NC(=O)c2ccc3c(c2)OCO3)c1	0	6	15	-5	-2	-3	2	6	5
COc1ccc(C(=O)Nc2cc3c(cc2C#N)OCO3)cc1S(=O)(=O)N1CCN(C)CC1	-3	8	8	-3	-7	3	-6	-2	6
CC(=O)n1c2ccccc2c2nc(NC(C)C)sc21	-4	-4	3	-2	11	10	-12	-7	0
CCOC(=O)C1CCCN(Cc2nc(N)nc(Nc3ccc(C)cc3)n2)C1 (stereo not drawn)	0	5	-21	-6	8	0	0	2	4
Cc1nn(Cc2c(Cl)cccc2Cl)c(C)c1C(=O)NCc1ccc(C)n1C	-1	14	-28	14	-13	-2	-2	2	3
Cn1c(Cc2ccc3c(c2)OCO3)nnc1SCC(=O)N1CCc2ccccc2C1	-1	4	6	-7	0	-4	2	13	2
CCOC(=O)/C(C#N)=C/Nc1ccccc1OC	6	2	3	-3	-7	-1	4	0	1
CC(=O)Nc1ccc(S(=O)(=O)NC2(C(F)(F)F)NC(=O)N(C3CCCCC3)C2=O)cc1 (stereo not drawn)	1	1	-16	-5	-1	7	-3	15	2
Cc1nc2ccc(N3C(=O)CCC3=O)cc2[nH]1	-2	6	7	-3	10	-4	8	2	4
O=C(CN1CCN(C(=O)c2ccco2)CC1)Nc1ccccc1-c1ccccc1	0	4	-1	-1	-2	-3	1	-3	10
O=C(NC1CC2CCC1C2)C1COc2ccccc2O1 (stereo not drawn)	-1	2	-10	-6	0	-5	0	0	31*
O=C(CN1CCC(C(=O)c2ccc(Cl)cc2)CC1)Nc1ccc2c(c1)OCCO2	-3	9	14	-4	1	0	-2	3	11
Cc1ccc(-n2nc3c(c2NC(=O)c2c(-c4ccccc4Cl)noc2C)CS(=O)(=O)C3)c(C)c1	-2	11	15	-5	-3	-1	-1	-1	2
Cc1csc(SCC(=O)Nc2cccc3nsnc23)n1	2	-4	-16	-9	-6	-4	2	-14	7
O=C(CN(Cc1ccco1)S(=O)(=O)c1ccccc1)N/N=C/c1cccc(O)c1	-1	1	-2	-8	7	-7	4	-4	2
Cc1cc2nc3c(c(=O)n2[nH]1)CCCC3	-2	5	0	-1	15	4	-2	5	-1
O=C(NCCc1ccccc1)c1ccc(Br)o1	3	4	-12	-6	-1	-2	0	-1	4
Cc1nn(-c2cc(N3CCCCC3)ccc2N)c(=O)c2ccccc12	-1	-5	-14	-1	·	7	-7	2	·
COc1ccc(C(=O)/C=C\c2ccc(NC(=O)c3cccs3)cc2)cc1	2	2	10	-2	-2	0	0	-2	20
CCOC(=O)c1cccc(NC(=O)CCn2cccc2)c1	12	3	-6	0	7	7	-6	13	5
CCN(CC)C(=O)c1cccc2c1C(=O)c1ccccc1-2	-5	-3	12	-5	·	2	4	-1	·
CCCOc1cccc(/C=N/NC(=O)c2csc(C)c2C)c1	1	5	-24	4	-15	-1	-1	-2	2
CCN(CC)CC(=O)c1c[nH]c2ccccc12	0	6	10	-6	-7	-8	5	-8	-5
Cc1cccc(-n2nnc3cnn(C)c3c2=O)c1	-2	2	-5	2	5	10	-8	0	-13
O=C(NNC(=O)c1cc(OCC(F)(F)F)ccc1OCC(F)(F)F)c1ccc(Cl)c(Cl)c1	2	15	10	-4	-4	·	·	9	20

Rewritten with values under each structure: six of the compounds above.
Below each compound – FAK inh, Rev-RRE block, S1P2 blocker, S1P2 ag, PostGolgi yeast, LYP inh 2, PTPN22 act, EphB4 antag, PostGolgi ctrl
- O=C(NC1CC2CCC1C2)C1COc2ccccc2O1 (stereo not drawn)
  -1, 2, -10, -6, 0, -5, 0, 0, 31*
- O=C(CN1CCC(C(=O)c2ccc(Cl)cc2)CC1)Nc1ccc2c(c1)OCCO2
  -3, 9, 14, -4, 1, 0, -2, 3, 11
- Cc1ccc(-n2nc3c(c2NC(=O)c2c(-c4ccccc4Cl)noc2C)CS(=O)(=O)C3)c(C)c1
  -2, 11, 15, -5, -3, -1, -1, -1, 2
- Cc1csc(SCC(=O)Nc2cccc3nsnc23)n1
  2, -4, -16, -9, -6, -4, 2, -14, 7
- O=C(CN(Cc1ccco1)S(=O)(=O)c1ccccc1)N/N=C/c1cccc(O)c1
  -1, 1, -2, -8, 7, -7, 4, -4, 2
- Cc1cc2nc3c(c(=O)n2[nH]1)CCCC3
  -2, 5, 0, -1, 15, 4, -2, 5, -1

Next part
SMILES	FAK inh	Rev-RRE block	S1P2 blocker	S1P2 ag	PostGolgi yeast	LYP inh 2	PTPN22 act	EphB4 antag	PostGolgi ctrl
O=C(COC(=O)c1cccc(NC(=O)c2ccco2)c1)c1ccc(Br)cc1	8	7	-10	-11	-1	-5	4	-1	7
O=C(CCSc1nnc(-c2ccco2)o1)Nc1ccccc1	-3	5	10	-9	-1	2	-4	9	18
COc1ccc(OC)c(C2NC(=O)NC(C)=C2C(=O)Nc2ccc(C)cc2C)c1 (stereo not drawn)	-1	5	32	-5	9	-2	-1	-1	0
CC1(C)N=C(N)NC(Nc2ccccc2)=N1	-3	3	14	-6	10	0	2	-10	14
O=C(O)[C@H]1CCCC[C@H]1C(=O)Nc1ccc(Nc2ccccc2)cc1	-1	-2	3	-1	·	-14	13	-7	·
CC(=O)Nc1ccc(S(=O)(=O)Oc2cccc(N3C(=O)C4CCCCC4C3=O)c2)cc1 (stereo not drawn)	1	3	18	-5	2	-3	2	-3	-2
C=CCOC(=O)C1=C(C)NC(SCC(=O)Nc2nccs2)=C(C#N)C1c1ccc(Cl)cc1 (stereo not drawn)	-1	9	-6	-1	13	12	-10	2	7
Cc1ccc(S(=O)(=O)N2CCN(C(=O)N3CCOCC3)C2c2ccc(N(C)C)cc2)cc1 (stereo not drawn)	-1	2	-1	1	2	-1	-6	4	5
CCOc1ccc(Nc2nc(Cc3nnc(SCC(=O)c4ccc(C)c(C)c4)o3)cs2)cc1	1	2	5	-4	-6	-1	1	3	7
O=S(=O)(c1ccc(Cl)c(Cl)c1)N1CCc2nc3ccccc3n2CC1	-2	11	-18	-8	9	-4	8	-2	16
CCOC(=O)c1ccc(NC2=CC(=O)C(=O)c3ccccc32)cc1	36*	-3	-10	-7	15	0	3	-4	12
Cn1c(=O)c2c(nc(NCCNC(=O)c3ccco3)n2Cc2ccc(Cl)cc2Cl)n(C)c1=O	3	-3	-2	-4	0	-3	2	-10	-2
CC(C)(C)c1ccc(NC(=S)NCc2cccs2)cc1	2	-6	-8	-3	7	6	-7	3	9
CC(C)CC(=O)Nc1sc2c(c1C#N)CC(C)(C)NC2(C)C	6	2	-21	-1	2	6	-5	-3	-1
CCOC(=O)c1c(C)nc2sc(C(=O)Nc3ccccc3)c(N)c2c1-c1ccc(OC)cc1	-3	-2	28	-6	-9	-2	-1	0	24
COc1ccc(-c2cc(C(F)(F)F)c(C#N)c(SCC(=O)Nc3ccc(C)cc3)n2)cc1	-3	6	2	-2	0	-1	-1	2	7
CCCCn1c(CCNC(=O)CC)nc2ccccc21	-4	-2	-18	-5	-48	4	-7	-5	7
Cc1nn(-c2nc3ccccc3[nH]2)c(N)c1-c1ccccc1	5	7	-1	5	·	-4	5	4	·
CCN(CCO)Cc1csc2ccc(Br)cc12	-2	-5	18	-2	-2	-18	19	-3	3
CCOc1ccc(CC(=O)Nc2sc(Cc3ccccc3)c(C)c2C(N)=O)cc1OCC	-1	8	2	-5	4	11	-9	1	14
CCn1c(CCCNC(=O)c2ccc(F)cc2)nc2ccccc21	-2	-1	-28	-5	5	-1	-2	-3	4
COc1c(N2CCN(C(=S)Nc3ccc(F)cc3)C(C)C2)c(F)cc2c(=O)c(C(=O)O)cn(C3CC3)c12 (stereo not drawn)	1	2	19	-4	-4	19	-18	5	2
NCCCCCc1nnc(SCc2ccccc2Cl)o1	0	-6	25	-5	-2	8	-9	8	17
O=c1nc(/C=C/c2cc([N+](=O)[O-])ccc2Cl)cc(C(F)(F)F)[nH]1	0	7	17	-5	-16	0	0	8	5
COc1ccc(C(=O)OCC(=O)Nc2ccc(F)c(F)c2)cc1OC	0	5	-14	-1	-12	-19	17	-3	14
COc1ccc2c(c1)C1(C)CC(C)(C)N2C(=O)N1c1ccccc1 (stereo not drawn)	-3	5	13	-7	0	-4	3	-9	19
COC(=O)[C@@H](NC(=O)NC1CCCc2ccccc21)C(C)C (stereo partly drawn)	-2	2	25	-5	5	6	-8	-6	4
N#Cc1cccc(-c2nnc(SCc3ccccc3C#N)o2)c1	0	-2	-34	-6	23	-8	5	-5	4
CC1CCCCC1NC(=O)Cn1nnc(-c2ccc(Cl)cc2)n1 (stereo not drawn)	-6	-1	6	-6	0	2	2	5	-1
CC(OC(=O)c1cccs1)C(=O)NCc1ccco1 (stereo not drawn)	1	7	3	-8	3	8	-7	5	-3
O=C(NC12CC3CC(CC(C3)C1)C2)c1cncc(O)c1	1	2	-9	-4	2	-6	5	-6	-4
CC(=O)Nc1c(C)nn(-c2ccc(C)c(C)c2)c1C	-5	4	3	-4	-9	7	-5	-3	-2
COCc1c(C(=O)OCC(=O)N2c3ccccc3CC2C)oc2ccccc12 (stereo not drawn)	-5	3	8	-7	24	-5	4	2	-2
Cc1ccc(CSCC(=O)N2CCOCC2)cc1	-1	3	-1	-3	-2	-1	2	4	4
O=C(CN1C(=O)C2C3C=CC(C3)C2C1=O)NCc1ccco1 (stereo not drawn)	-1	7	-1	-6	·	9	-8	1	·
CCN(CC)c1ccc(-c2nc3cnccn3c2NC2CCCC2)cc1	0	35	29	-10	-8	13	-10	5	35*
CCCC(=O)Nc1ccc(S(=O)(=O)N2CCOCC2)cc1	0	5	-18	-3	·	2	-3	-6	·

Screening data from PubChem.
